Growth percent in the NCI-60 one-dose screen (48 h, 10 µM unless noted): 100 = growth as untreated, 0 = no growth, -100 = all killed.
SN12C – SN12C renal cancer cells | 3.8% of 81,000 active
786-0 – 786-0 renal cancer cells; 5.1% of 81,000 active; AID 1794775
TK-10 – TK-10 renal cancer cells. 3.9% of 81,000 active
OVCAR-5 – OVCAR-5 ovarian cancer; 2.9% of 82,000 active
SK-OV-3 – SK-OV-3 ovarian cancer cells; 3.2% of 80,000 active; AID 1794785
UO-31 – UO-31 renal cancer. 5.2% of 81,000 active
IGROV1 – IGROV1 ovarian cancer. 4.7% of 79,000 active. AID 1794786
OVCAR-4 – OVCAR-4 ovarian cancer cells; 3.7% of 80,000 active
Starred values were filed as active, the others as inactive; · = not tested or not shown; & = joins results of further samples. The calls were made as follows: active = growth percent below 10; inactive = the rest.

Every second line gives: SN12C | 786-0 | TK-10 | OVCAR-5 | SK-OV-3 | UO-31 | IGROV1 | OVCAR-4
Cc1ccc(S(=O)(=O)c2nc(S(=O)(=O)c3ccc(C)cc3)c(NC(C)C)s2)cc1
→ 95 | 92 | 81 | 92 | 98 | 58 | 96 | 87
COc1cc(/C=C/C(=O)c2nnn(-c3ccc(Cl)cc3)c2C)cc(OC)c1OC
→ 15 | 66 | 87 | 48 | 59 | 54 | 59 | 35
COc1cc2c3c(c4cc(OC)c(OC)cc4c2cc1OC)CN(Cc1ccccc1)CC3
→ 68 | 69 | 86 | 92 | 75 | 69 | 56 | 56
O=C1C=CC(=Nc2ccc3c(c2)C(=O)c2ccccc2-3)O1
→ 96 | 104 | 123 | 114 | 100 | 67 | 100 | 106
C=CCCCCCCCCC1OCC(CC)([N+](=O)[O-])CO1 (stereo not given)
→ 100 | 94 | 86 | 93 | 83 | 83 | 95 | 94
O=C(Nc1ccc(S(=O)(=O)O)cc1)c1ccco1
→ 101 | 105 | 115 | 110 | 119 | 96 | 129 | 112
Brc1ccc(CSc2ncnc3nc[nH]c23)cc1
→ 102 | 100 | 96 | 93 | 104 | 85 | 101 | 94
O=c1cc(Cn2cc(CSc3nc4ccccc4o3)nn2)c2ccc3ccccc3c2o1
→ 97 | 105 | 113 | 113 | 82 | 87 | 105 | 111
Nc1ccc(C(=O)O)cc1[N+](=O)[O-]
→ 106 | 94 | · | 108 | 75 | 101 | 112 | 114
COC1OC(C(COC(C)=O)OC(C)=O)C(OC(C)=O)C(OC(C)=O)C1OC(C)=O (stereo not given)
→ 107 | 107 | 107 | 90 | 110 | 84 | 104 | 107
N#Cc1c(-c2ccccc2)nc2c(c(-c3ccc(Cl)cc3)nn2-c2ccccc2)c1-c1ccc(Cl)cc1
→ 103 | 105 | 105 | 101 | 109 | 90 | 108 | 109
O=C(NCc1ccccc1)NCc1ccccc1
→ 98 | 104 | 101 | 93 | 105 | 77 | 109 | 116
Cc1ccc(S(=O)(=O)Oc2ccc3oc(=O)c4c(c3c2)CCCCC4)cc1
→ 87 | 89 | 122 | 87 | 120 | 84 | 99 | ·
COc1ccc(-c2nc3cc(C)ccc3n2CC(=O)N=Nc2c(O)[nH]c3ccc(Cl)cc23)cc1
→ -63* | 11 | 22 | 3.5* | 14 | 42 | 18 | -25*
CCCCNC(=O)Oc1ccc(/C(=C(/CC)Cc2ccccc2)c2ccc(OCCN3CCCCCC3)cc2)cc1
→ 26 | 37 | 92 | 74 | 83 | 35 | 42 | 33
CCOC(=S)SSC(=S)OCC
→ 97 | 98 | 94 | 107 | 104 | 92 | 101 | 97
N#CN=CN1CC=C(c2ccc(Cl)cc2)CC1
→ 93 | 98 | 91 | 103 | 113 | 101 | 100 | 98
CCOC(=O)c1sc(N)c(C(=O)OCC)c1C
→ 55 | 50 | 41 | 68 | · | 31 | 57 | 62
CC(=O)c1ccc2[nH]c3ccccc3c2c1
→ 103 | 89 | 158 | 87 | 114 | 51 | 65 | 82
CC(C)(C)c1ccc(O)c(Br)c1
→ 95 | 100 | 111 | 98 | 120 | 86 | 111 | 101
O=c1[nH]c(Nc2ccc(S(=O)(=O)O)cc2)nc2nc(Nc3ccc(NC(=S)Nc4ccccc4)cc3)nc(-c3ccc(O)cc3O)c12
→ 98 | 104 | 156 | 116 | 114 | 74 | 62 | 107
CCOc1ccc(C(CC)Oc2ccc(C(=O)O)cc2C(F)(F)F)nc1 (stereo not given)
→ 102 | 99 | 92 | 107 | 136 | 91 | 105 | 102
ClC(Cl)=C(Cl)C(Cl)(Cl)Cl
→ 89 | 102 | 105 | 99 | 106 | 86 | 90 | 108
O=C(Nc1ccccc1)c1ccccc1O
→ 95&100 | 97&95 | 114&98 | 101&93 | 106&108 | 94&87 | 85&104 | 102
NC(=O)Nc1ccc(Cl)cc1
→ 104 | 107 | 100 | 107 | 103 | 82 | 99 | 111
O=C(/C(Br)=C/c1ccncc1)c1ccc([N+](=O)[O-])cc1
→ 95 | 95 | 110 | 108 | 111 | 71 | 100 | 107
O=C(O)c1ccc(C(=O)c2cc([N+](=O)[O-])cc([N+](=O)[O-])c2)cc1
→ 97 | 100 | 101 | 114 | 108 | 75 | 116 | 94
CCCCNCC(=O)Nc1ccc(C(=O)OCC)cc1
→ 104 | 100 | 96 | 109 | 105 | 92 | 105 | 114
COc1cccc(NC(=O)c2sc3nc(C)c(C(C)=O)cc3c2N)c1C
→ 101 | 88 | 99 | 99 | 54 | 95 | 101 | 97
C(=N\Nc1ncc(-c2cc3cc4c(cc3o2)OCO4)s1)/c1c[nH]c2ccccc12
→ -12* | -40* | 23 | 9.6* | · | -97* | -44* | -13*

The last 2 compounds of the part above come first, to join the parts:
Every second line gives: SN12C | 786-0 | TK-10 | OVCAR-5 | SK-OV-3 | UO-31 | IGROV1 | OVCAR-4
COc1cccc(NC(=O)c2sc3nc(C)c(C(C)=O)cc3c2N)c1C
→ 101 | 88 | 99 | 99 | 54 | 95 | 101 | 97
C(=N\Nc1ncc(-c2cc3cc4c(cc3o2)OCO4)s1)/c1c[nH]c2ccccc12
→ -12* | -40* | 23 | 9.6* | · | -97* | -44* | -13*
CCCCCCOC(=O)C[C@H]1C[C@H](C(=O)OCCCCCC)C1(C)C
→ 113 | 92 | 92 | 99 | 106 | 69 | 85 | 115
Cc1c(N2CN3C[C@H](C)N4CN(c5c(C)n(C)n(-c6ccccc6)c5=O)CN5C[C@@H](C)N(C2)C3C54)c(=O)n(-c2ccccc2)n1C (stereo not given in full)
→ 100 | 102 | 110 | 106 | 99 | 78 | 102 | 103
CCCCCCCCCC1=NC(C)(C)CN1c1ccccc1
→ 98 | 88 | 127 | 94 | 89 | 68 | 87 | 94
O=C(NC1CCS(=O)(=O)C1)c1ccc(C(=O)c2ccccc2)cc1 (stereo not given)
→ 105 | 101 | 137 | 102 | 113 | 76 | · | 98
O=c1oc2cc(OS(=O)(=O)c3ccccc3)ccc2c2c1CCCCCC2
→ 78 | 75 | 118 | 107 | 91 | 87 | 121 | 74
COc1cc(C(c2c[nH]c3ccccc23)N2CCCC2)ccc1OCc1ccccc1 (stereo not given)
→ 75 | 87 | 77 | 97 | 90 | 25 | 48 | 92
Cc1cccc(Nc2cc(N)nc(N)n2)c1
→ 99 | 103 | 106 | 96 | 104 | 95 | 99 | 100
CC[C@H](C)[C@H](CO)NC(=O)[C@]12CCC(C)(C)C[C@H]1[C@@H]1NCC[C@@H]3[C@@]4(C)CC[C@H](O)C(C)(C)[C@@H]4CC[C@@]3(C)[C@]1(C)CC2
→ 86 | 71 | 94 | 106 | 103 | 70 | 96 | 64
C#CCOC(=O)C(N)CSSCC(N)C(=O)O (stereo not given)
→ 105 | 100 | 100 | 84 | 109 | 84 | 99 | 96
COC(=O)C(C)(C)C1Oc2ccc(C)cc2C(=O)/C1=C\O (stereo not given)
→ 118 | 99 | 99 | 96 | 105 | 96 | 107 | 103
O=C(NCCCCO)c1cncnc1Nc1ccc2c(ccn2Cc2ccccn2)c1
→ 96 | 100 | 103 | 109 | 97 | 79 | 94 | 118
C=CCc1cc(F)cc2c(OC(C)=O)c(C(C)=O)c(-c3ccccc3)nc12
→ 105 | 97 | 104 | 108 | 106 | 100 | 113 | 104
S=C(SCc1nc(-c2ccc(Cl)cc2)no1)N1CCSCC1
→ 89 | · | 109 | 93 | 106 | 87 | 111 | 78
Cc1ccc(/C=C2\N=C3SCCCN3C2=O)c(C)c1
→ · | 82 | 94 | 93 | 102 | 102 | 104 | 95
CC1=CC(OC(=O)C(C)(O)CCC(O)(C(=O)OC2CC(O)(C(C)C)CCC2(C)O)C(C)C)(C(C)C)CCC1 (stereo not given)
→ 101 | 102 | 91 | 96 | 108 | 84 | 106 | 103
O=C1OC(N(Cc2ccc(Cl)cc2)c2ccccc2)c2ccccc21 (stereo not given)
→ 95 | 91 | · | 109 | 97 | 95 | 91 | 116
COc1ccccc1-c1nc2ccccc2s1
→ 91 | 97 | 90 | 96 | 88 | 55 | 70 | 89
O=C(NNC(=O)c1cccc2ccccc12)c1ccc(Br)cc1
→ 105 | 99 | 115 | 115 | 102 | 97 | 113 | 98
CCOC(=O)c1csc(NC(=O)c2ccc(NCc3ccccc3)c([N+](=O)[O-])c2)n1
→ 103 | 101 | 99 | 106 | 84 | 77 | 90 | 87
CCOC(=O)C(C=O)(C=O)c1ccccc1
→ 105 | 113 | 103 | 109 | 99 | 104 | 106 | 83
O=C1Nc2ccccc2/C1=C\c1c[nH]c2ccc(F)cc12
→ 86 | 115 | 87 | 98 | 91 | 52 | 73 | 68
O=C(Nc1cnc2ccccc2c1)c1ccncc1
→ 103 | 102 | 123 | 98 | 119 | 103 | 109 | 104
Cc1nc2ccccc2c2nnc(SCC(=O)N(Cc3ccccc3)c3ccccc3)n12
→ 100 | 103 | 189 | 95 | 94 | 89 | 72 | 92
CC(C)(O)C(O)(c1ccccc1)c1ccccc1
→ 102 | 94 | 98 | 110 | 102 | 97 | 112 | 109
O=C1CCc2c(sc3[nH]c(=S)n(-c4cc(C(F)(F)F)cc(C(F)(F)F)c4)c(=O)c23)C1
→ 8.5* | 18 | 2.8* | -24* | -19* | -57* | -10* | 4.8*
O=C1NC(=S)NC1Cn1c(-c2ccccc2)nc2ccccc21 (stereo not given)
→ 96 | 108 | 118 | 108 | 97 | 88 | 105 | 101
COc1cc(C2C=C(c3ccc(Cl)c(Cl)c3)N=C3SC(C)=CN32)cc(OC)c1OC (stereo not given)
→ 92 | 86 | 95 | 93 | 107 | 55 | 86 | 68
NC(=O)c1ccc(Cl)c(Cl)c1
→ 111 | 101 | 97 | 94 | 109 | 98 | 111 | 122
CCOC(=O)N1CCCCCC1
→ 106 | 104 | 98 | 98 | 101 | 94 | 113 | 108
C/C(=N/O)c1ccc(NC(=O)CSc2nnc(-c3cc(-c4ccccc4)nc4ccccc34)o2)cc1
→ 98 | 80 | 94 | 109 | 103 | 77 | 94 | 102

Four of these compounds, reformatted:
> O=C(NCCCCO)c1cncnc1Nc1ccc2c(ccn2Cc2ccccn2)c1
  SN12C: 96; 786-0: 100; TK-10: 103; OVCAR-5: 109; SK-OV-3: 97; UO-31: 79; IGROV1: 94; OVCAR-4: 118

> CCOC(=O)c1sc(N)c(C(=O)OCC)c1C
  SN12C: 55; 786-0: 50; TK-10: 41; OVCAR-5: 68; SK-OV-3: ·; UO-31: 31; IGROV1: 57; OVCAR-4: 62

> N#Cc1c(-c2ccccc2)nc2c(c(-c3ccc(Cl)cc3)nn2-c2ccccc2)c1-c1ccc(Cl)cc1
  SN12C: 103; 786-0: 105; TK-10: 105; OVCAR-5: 101; SK-OV-3: 109; UO-31: 90; IGROV1: 108; OVCAR-4: 109

> CCOC(=O)c1csc(NC(=O)c2ccc(NCc3ccccc3)c([N+](=O)[O-])c2)n1
  SN12C: 103; 786-0: 101; TK-10: 99; OVCAR-5: 106; SK-OV-3: 84; UO-31: 77; IGROV1: 90; OVCAR-4: 87

More results follow.
Every second line gives: SN12C | 786-0 | TK-10 | OVCAR-5 | SK-OV-3 | UO-31 | IGROV1 | OVCAR-4
CCOC(=O)c1cc(C(=O)c2cc(OC)cc(OC)c2)n2ncc3ccccc3c12
→ 40 | 5.3* | -9.0* | 55 | 38 | 19 | 43 | -18*
Cc1c(-c2ccc(C3CCCCC3)cc2)nc2ccc(F)cc2c1C(=O)O
→ 45 | 38 | 75 | 77 | 58 | 34 | 30 | 84
COc1ccc(C2Nc3ccccc3-n3cccc32)cc1 (stereo not given)
→ 97 | 111 | 100 | 85 | 100 | 58 | 71 | 94
C=CCNC(=O)c1ccccc1OCC(=O)O
→ 106 | 113 | 106 | 114 | 111 | 87 | 109 | ·
O=C(NCc1ccccc1)c1ccccc1C(=O)NCc1ccccc1
→ 100 | 93 | 101 | 110 | 106 | 88 | 123 | 106

Entries of single compounds from above:
Results for Cc1c(-c2ccc(C3CCCCC3)cc2)nc2ccc(F)cc2c1C(=O)O = SN12C = 45; 786-0 = 38; TK-10 = 75; OVCAR-5 = 77; SK-OV-3 = 58; UO-31 = 34; IGROV1 = 30; OVCAR-4 = 84
Results for O=C(NCc1ccccc1)c1ccccc1C(=O)NCc1ccccc1 = SN12C = 100; 786-0 = 93; TK-10 = 101; OVCAR-5 = 110; SK-OV-3 = 106; UO-31 = 88; IGROV1 = 123; OVCAR-4 = 106
